rTrxR1 inhibitor: rat TrxR1 inhibition | O89049 | recombinant rTrxR1, NADPH fluorescence consumption, selenite substrate | Potency, µM (highest dose often 114 µM), inactives show at the highest dose activity change, negative = inhibition, most hits filed as inhibitors | 1% of 390,000 active | AID 588453; note: potency is the fitted concentration of half-maximal effect; % is set by controls: 0 for no effect and ±100 for the full control effect; nearly all actives have a fitted effect of over 65% in size
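Rat TrxR1 (90 nM in the dispensed reagent) was pre-reduced with 400 uM NADPH for 5 min at room temperature, then incubated with compound for 15 min. After 400 uM selenite was added, NADPH fluorescence (Ex 340/Em 450 nm) was followed for 8 min.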
D2 antag: antagonizes the human D2 dopamine receptor. HEK293 TREx D2 cells, calcium flux, dopamine EC80. inhibition, % at 10 µM. P14416. 2% of 340,000 active; in the data active = inhibition above about 30%; note: 0% is about no effect
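Cells plated overnight at 30 C with tetracycline; no-wash calcium dye, 30–90 min RT; 10 s baseline; compound pinned; 180 s read; EC80 dopamine added; another 180 s read.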
TRHR agonist: TRH receptor (human) agonism; TRHR cells, calcium flux fluo-8, FDSS agonist mode; activation, % at 2 µM; 0.18% of 360,000 active; in the data active = activation above about 30%; note: 0% is about no effect
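In this calcium-flux screen, cells bearing human TRHR are dye-loaded with fluo-8, baselined for 10 cycles, then exposed to library compounds; positive kinetic calcium responses during the agonist phase mark hits, with TRH as control.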
TRHR PAM: allosteric enhancers of human TRH receptor; P34981; TRHR cells, fluo-8 calcium fluorescence, EC20 TRH enhancement; AID 493056; 0.66% of 360,000 active; enhancement, % at 2 µM; in the data active = enhancement above about 30%; note: 0% is about no effect
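Enhancer read-out: after compound pinning and an initial kinetic agonist-mode read, an EC20 of TRH (10 nM final) was injected and fluo-8 calcium signal (Ex 480/Em 530) followed at 1 s/cycle for 100 cycles in TRHR-expressing cells.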
PI4K2A inh: inhibitors of human PI4K2A; purified PI4K2A, ADP-Glo luminescence, 1 h; hits give low values; activity change, negative = inhibition, % at 76.9 µM; 0.13% of 420,000 active; in the data active = activity change below about -50%; inconclusive = mostly about -30% to -49%;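 note: -100% = wells without enzyme as full effect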
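ADP-Glo luminescence measured ADP generated by PI4K2A enzyme (4 ug/mL before mixing) with 1.2 mM PI substrate (pre-mix) and 300 microM ATP (pre-mix). Tris pH7.5 buffer with MgCl2, Triton X-100; 1 h reaction at ambient temperature.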
USP1 inh: inhibitors of human USP1/UAF1 deubiquitinase; O94782; Potency, µM (highest dose often 57.1 µM), without a hit: at the top dose activity change, negative = inhibition, usual class: inhibitors; recombinant USP1/UAF1, Ub-Rhodamine cleavage fluorescence; 0.23% of 390,000 active; note: potency is the fitted concentration of half-maximal effect; % is set by controls: 0 for no effect and ±100 for the full control effect; nearly all actives have a fitted effect of over 60% in size; inactives centre near -12
Target sequence (O94782 whole entry, looked up): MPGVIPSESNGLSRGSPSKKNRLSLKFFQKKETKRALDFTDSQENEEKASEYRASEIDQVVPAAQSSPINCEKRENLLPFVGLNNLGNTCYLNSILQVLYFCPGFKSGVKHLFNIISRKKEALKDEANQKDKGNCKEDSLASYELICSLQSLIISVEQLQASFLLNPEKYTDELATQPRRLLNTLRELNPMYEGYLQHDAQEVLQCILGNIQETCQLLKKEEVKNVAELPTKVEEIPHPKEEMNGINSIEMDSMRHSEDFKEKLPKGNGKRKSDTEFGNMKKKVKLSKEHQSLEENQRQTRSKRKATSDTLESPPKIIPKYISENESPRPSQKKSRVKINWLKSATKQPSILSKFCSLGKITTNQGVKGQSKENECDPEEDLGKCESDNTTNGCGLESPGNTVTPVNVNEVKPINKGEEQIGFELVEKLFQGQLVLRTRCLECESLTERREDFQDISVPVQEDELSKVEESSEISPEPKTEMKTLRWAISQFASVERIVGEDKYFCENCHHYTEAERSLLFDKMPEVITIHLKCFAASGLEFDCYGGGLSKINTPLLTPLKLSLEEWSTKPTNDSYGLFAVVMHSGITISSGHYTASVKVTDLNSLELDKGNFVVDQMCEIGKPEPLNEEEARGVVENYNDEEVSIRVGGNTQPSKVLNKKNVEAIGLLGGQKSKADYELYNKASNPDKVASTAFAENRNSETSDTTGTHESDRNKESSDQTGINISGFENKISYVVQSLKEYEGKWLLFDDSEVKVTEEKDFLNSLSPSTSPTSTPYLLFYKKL
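USP1/UAF1 complex (1 nM) preincubated 15 min at room temperature with compound, then Ub-Rho substrate (150 nM final) added. Kinetic fluorescence at 480/540 nm over 6 reads at 60 s intervals; 50 mM HEPES pH 7.8, 0.5 mM EDTA, 0.1 mg/ml BSA, 1 mM TCEP, 0.01% Tween-20.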
IDH1 R132H inh: human IDH1 R132H inhibition; O75874; IDH1-R132H enzyme, NADPH consumption, diaphorase/resazurin fluorescence; Potency, µM (titrated, usually from 76.6 µM), for the others: at the top dose activity change, negative = inhibition, most hits filed as inhibitors; 0.093% of 390,000 active; note: potency is the fitted concentration of half-maximal effect; % is set by controls: 0 for no effect and ±100 for the full control effect; nearly all actives have a fitted effect of over 65% in size
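IDH1-R132H (0.5 ug/mL dispensed) in pH 7.5 Tris buffer was preincubated 30 min with compound, then given a substrate mix of 0.016 mM NADPH and 2 mM alpha-KG for 80 min at room temperature; remaining NADPH was read by diaphorase/resazurin fluorescence.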
D2 agonist: D2 dopamine receptor (human) agonism | P14416 | HEK293 T-REx D2 cells, calcium flux agonist mode | activation, % at 2 µM | 0.53% of 340,000 active | AID 485358;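 active = activation over 3 SD above normal in the single-dose calcium agonist read, cut at about 30% in these data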; note: 0% is about no effect
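Calcium-flux readout, 1 cycle/sec over 180 s following compound pin transfer, in inducible HEK293 Trex D2 cells (force-coupled); dopamine controls included. Positive calcium responses during this window marked compounds as potential agonists.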
TrxR1 substrate: rat thioredoxin reductase 1 substrate activity. AID 588456. O89049. Potency, µM (titrated, usually from 114 µM), without a hit: at the highest dose activity change, negative = substrate turnover. purified TrxR1 substrate turnover, NADPH consumption readout. 0.01% of 390,000 active; note: potency is the fitted concentration of half-maximal effect; % is set by controls: 0 for no effect and ±100 for the full control effect; nearly all actives have a fitted effect of over 50% in size
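Rat TrxR1, dispensed at 90 nM, was prereduced with 400 uM NADPH (final) for 5 min at ~22 deg C, then incubated with compound 15 min before 400 uM selenite. A first-read NADPH fluorescence drop versus no-compound background flagged substrates.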
Active calls of the source: *; ? = inconclusive; . = no result given; [ ] = another dose, or the depositor's remark. Unless noted, calls come from the whole dose curve; as a rule, active = well fitted inhibition curve with a large enough effect; inconclusive = small, poorly fitted or top-dose-only effect; inactive = no such curve, though single readings can be large or run the other way.

cpd	canonical_smiles	rTrxR1 inhibitor	D2 antag	TRHR agonist	TRHR PAM	PI4K2A inh
1	Cc1ccc(-n2c(SCC(=O)NC3CCS(=O)(=O)C3)nc3ccccc3c2=O)cc1C (stereo unspecified)	-7%	13	-0.3	-1	2
2	COCCCN(C(=O)CSCc1c(C)noc1C)c1c(N)n(Cc2ccccc2)c(=O)[nH]c1=O	11%	-10	0.1	4	1
3	Fc1cccc(Cl)c1Cn1nnc2c(-n3ccnc3)ncnc21	-3%	-17	-1.0	-9	-6
4	Cc1cc(Br)ccc1NC(=O)CN(C)C(=O)c1cc([N+](=O)[O-])ccc1N1CCOCC1	-7%	-16	-1.2	4	-7
5	CC12CCC(=O)N1C(C(=O)Nc1ccccc1F)CS2 (stereo unspecified)	20%	-27	0.6	0	4
6	O=C(O)/C=C\C(=O)Nc1ccccc1C#Cc1ccc(Br)cc1	-22%	-5	0.1	12	-6
7	CC(C)(C)NC(=O)NC(=O)CN1CCc2ccccc21	8%	0	0.8	-16	-9
8	CCCCN(C)CCCNC(=O)CN1N=C(c2ccc(OC)cc2)CCC1=O	12%[57.1 µM]	.	0.8	-3	-2
9	CCNC(=S)Nc1cc(C(=O)N2CCCC2)ccc1N1CCCC1	7%	7	0.6	0	-2
10	O=C(NCC1c2ccccc2CCN1C(=O)CN1C(=O)c2ccccc2C1=O)C1CCCCC1 (stereo unspecified)	3%[2.29 µM]	30*	-1.0	-7	-1
11	CS(=O)(=O)N(Cc1ccccc1Cl)c1ccc(C(=O)N2CCCC2)cc1	17%	-3	-0.5	-2	2
12	CN(C(=O)CSc1nnnn1-c1ccccc1)C1CCCCC1	-9%	15	-0.1	-1	-10

cpd	USP1 inh	IDH1 R132H inh	D2 agonist	TrxR1 substrate
1	-26%	7%	0.1	-4%
2	-17%	-10%	-0.3	6%
3	-11%	3%	0.8	1%
4	2%	-4%	-0.8	-11%
5	-24%	2%	0.6	6%
6	2%	1%	0.2	10%[57.1 µM]
7	-8%	3%	-0.8	-1%
8	16%	-6%	-1.0	2%[57.1 µM]
9	-5%	-4%	-0.4	-4%
10	-12%	4%	-0.5	-2%
11	-11%	0%	-0.1	-2%
12	8%	-1%	0.0	-1%

Brought forward from above: 2 entries, then new ones.
cpd	canonical_smiles	rTrxR1 inhibitor	D2 antag	TRHR agonist	TRHR PAM	PI4K2A inh
11	CS(=O)(=O)N(Cc1ccccc1Cl)c1ccc(C(=O)N2CCCC2)cc1	17%	-3	-0.5	-2	2
12	CN(C(=O)CSc1nnnn1-c1ccccc1)C1CCCCC1	-9%	15	-0.1	-1	-10
13	CCc1ccccc1NC(=O)CSc1n[nH]c(-c2cccnc2)n1	1%[57.1 µM]	-13	-0.9	6	0
14	O=C(O)/C=C\C(=O)Nc1ccc(N2CCN(c3ccc(F)cc3)CC2)cc1	-3%[57.1 µM]	24	-0.9	-2	-15
15	COc1ccc(N2C(=O)CC(Sc3nccc(C)n3)C2=O)cc1 (stereo unspecified)	-28%	-10	-0.6	10	6
16	COc1ccc(CCNC(=O)c2cc3c(=O)n4ccccc4nc3n(C3CCCCC3)c2=N)cc1	27%	4	-0.6	-4	1
17	CCNC(=S)/C(=C(/[O-])c1ccc([N+](=O)[O-])cc1)[n+]1ccccc1	?	-13	0.0	12	1
18	COc1ccc(Cc2nnc(SC)[nH]c2=O)cc1	19%	-8	-0.2	3	3
19	O=C(O)CCc1ccc(-c2ccc(Br)cc2)n1CC(=O)O	-36%[57.1 µM]	-12	-1.9	2	-13
20	CCN(CC(=O)Nc1ccccc1C(=O)OC)S(=O)(=O)c1ccccc1	7%	4	-0.5	0	-1
21	O=C(NCc1cccc(F)c1)C1CCC(=O)N(C2CCCC2)C1 (stereo unspecified)	19%	11	-0.1	-5	-2
22	Cc1ccc2[nH]c(=O)c(C(c3nnnn3CC3CCCO3)N3CCCc4ccccc43)cc2c1 (stereo unspecified)	-2%	-1	-0.4	0	-4
23	COc1ccc(N2C(=O)N3[C@H](c4ccc(Cl)cc4)[C@@H]4C(=O)N(C5CCCCC5)C(=O)[C@@H]4[C@]3(Cc3ccc(Cl)cc3)C2=O)cc1	8%	14	0.9	-4	-3
24	O=C(NC1CC1)c1cc(OCC(F)(F)F)ccc1OCC(F)(F)F	16%[11.4 µM]	-2	0.4	0	0

cpd	USP1 inh	IDH1 R132H inh	D2 agonist	TrxR1 substrate
11	-11%	0%	-0.1	-2%
12	8%	-1%	0.0	-1%
13	-9%	-4%	1.7	3%[57.1 µM]
14	-15%	10%	0.6	-4%[57.1 µM]
15	-3%	1%	0.7	-11%
16	-14%	-6%	-1.4	24%
17	-21%	0%	0.6	?
18	-1%	5%	0.2	-3%
19	-7%	14%	-1.4	3%[11.4 µM]
20	-11%	7%	-0.1	6%
21	-23%	0%	-0.3	6%
22	-12%	-2%	0.9	-6%
23	-29%	10%	-1.7	-4%
24	-18%	-3%	0.4	3%[11.4 µM]

Following part
cpd	canonical_smiles	rTrxR1 inhibitor	D2 antag	TRHR agonist	TRHR PAM	PI4K2A inh
25	O=C1NC(=S)N/C1=C/c1ccc(Oc2ccc(C(F)(F)F)cc2[N+](=O)[O-])c(Cl)c1	16%	2	0.1	1	2
26	O=C(O)c1cc(Cl)c(Cl)cc1C(=O)N(Cc1ccccc1)Cc1ccccc1	4%[2.29 µM]	-9	0.6	11	-5
27	CCCCCN(C(=O)CCC(=O)OC(C)C(=O)NC1CCCCC1)c1c(N)n(CCCC)c(=O)[nH]c1=O (stereo unspecified)	-6%	1	0.4	-1	0
28	CC1(C)CC2CC(C)(CN2C(=O)COC(=O)c2cncc(Br)c2)C1 (stereo unspecified)	19%	6	-0.6	2	-1
29	COc1ccccc1N1CCN(Cc2cc(=O)c(OCC(=O)NC(C)C)co2)CC1	0%[57.1 µM]	8	0.6	0	0
30	Cc1ccc(NC(=O)c2cc(S(=O)(=O)N3CCc4ccccc43)cn2C)cc1	18%[57.1 µM]	-22	0.1	0	-4
31	O=C(c1cccnc1)N1CCN(CCCc2ccccc2)CC1	10%	-9	0.3	2	0
32	C[C@H]1CN([C@@H](C)CO)C(=O)c2cccc(NS(=O)(=O)c3ccc(F)cc3)c2O[C@H]1CN(C)S(=O)(=O)c1cn(C)cn1	2%	.	.	.	-2
33	CCNC(=S)Nc1cccc(NC(=O)c2ccccc2O)c1	-6%[57.1 µM]	0	0.1	-9	3
34	O=S(=O)(Nc1ccc2c3c(cccc13)CC2)c1ccc(F)cc1	7%[57.1 µM]	5	0.2	3	-12
35	Cn1c(N)c(C(=O)COC(=O)CCCOc2ccc(Cl)cc2Cl)c(=O)n(C)c1=O	12%	2	-0.1	1	2
36	CC(C)(C)OC(=O)N1CCC(c2c(C(=O)N3CCN(C(=O)c4ccco4)CC3)cnn2-c2cccc(F)c2)CC1	20%	.	1.1	5	2

cpd	USP1 inh	IDH1 R132H inh	D2 agonist	TrxR1 substrate
25	0%	4%	1.9	0%
26	-12%	8%	1.5	6%[2.29 µM]
27	-5%	1%	0.6	-8%
28	-14%	6%	0.7	1%
29	-6%	-8%	14	9%[57.1 µM]
30	-20%	-8%	0.8	6%[57.1 µM]
31	3%	3%	17	12%
32	?	-5%	.	4%
33	-12%	?	0.2	8%[57.1 µM]
34	-22%	4%	0.4	-5%[57.1 µM]
35	-13%	-7%	0.2	-6%
36	-10%	19%	.	7%

(cont.)
cpd	canonical_smiles	rTrxR1 inhibitor	D2 antag	TRHR agonist	TRHR PAM	PI4K2A inh
37	COc1ccc(NC(C)=O)cc1NC(=O)CSc1nnc(C2CCCCC2)n1N	-10%	4	0.5	-5	1
38	CCOC(=O)c1ccc(N2C(=O)c3n[nH]c(-c4cccs4)c3C2c2ccc(CC)cc2)cc1 (stereo unspecified)	17%	.	4.8	7	-2
39	N/C(CC(=O)Nc1ccc(F)cc1)=N\O	-1%	-8	0.2	2	0
40	O=C(NN=Cc1c(F)cccc1F)c1ccccc1NS(=O)(=O)c1cccs1	19%	.	.	.	-4
41	CCn1c(COc2ccccc2C)nnc1SCC(=O)O	5%	3	0.3	-1	6
42	CC(C)C(=O)Nc1nnc(CSCc2ccccc2F)s1	2%	-9	0.8	21	4
43	COc1ccccc1-c1ccc(SCc2ccccc2)nn1	18%[57.1 µM]	-28	0.4	6	-3
44	CCc1ccc(S(=O)(=O)N2CCN(C(=O)C3CCN(C(C)=O)CC3)CC2)cc1	4%	-7	-0.2	-3	-3
45	Cc1ccc(NC(=O)Cn2c(=O)n(CCCCC(=O)NCc3ccco3)c(=O)c3ccccc32)cc1	1%[57.1 µM]	0	-1.3	-9	1

cpd	USP1 inh	IDH1 R132H inh	D2 agonist	TrxR1 substrate
37	-14%	5%	1.0	-9%
38	-24%	-16%	0.6	-6%
39	-20%	4%	1.0	-5%
40	-9%	6%	.	8%
41	-21%	0%	0.2	-1%
42	-13%	2%	0.0	-2%
43	-4%	3%	0.5	2%[57.1 µM]
44	-10%	1%	-2.2	-1%
45	6%	-1%	0.5	4%[57.1 µM]

In a second layout: 4 of the compounds above.
Value order: rTrxR1 inhibitor	D2 antag	TRHR agonist	TRHR PAM	PI4K2A inh	USP1 inh	IDH1 R132H inh	D2 agonist	TrxR1 substrate
(38) CCOC(=O)c1ccc(N2C(=O)c3n[nH]c(-c4cccs4)c3C2c2ccc(CC)cc2)cc1 (stereo unspecified)
→ 17%	.	4.8	7	-2	-24%	-16%	0.6	-6%
(39) N/C(CC(=O)Nc1ccc(F)cc1)=N\O
→ -1%	-8	0.2	2	0	-20%	4%	1.0	-5%
(40) O=C(NN=Cc1c(F)cccc1F)c1ccccc1NS(=O)(=O)c1cccs1
→ 19%	.	.	.	-4	-9%	6%	.	8%
(41) CCn1c(COc2ccccc2C)nnc1SCC(=O)O
→ 5%	3	0.3	-1	6	-21%	0%	0.2	-1%
